Screens deposited in PubChem by several laboratories.
STK33 inh = inhibitors of purified STK33 kinase, primary screen, biochemical, ADP-Glo luminescence, homogeneous, cell-free; Serine/threonine-protein kinase 33 (Homo sapiens), Q9BYT3; AID 2661, 2010; actives 0.073% (n = 320,000); MBP phosphorylation; inhibition, % at 10 µM;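 active = inhibition at or above 25%, using the most active replicate where run in duplicate; inactive = inhibition below 25%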
Target sequence (Q9BYT3 whole entry, looked up): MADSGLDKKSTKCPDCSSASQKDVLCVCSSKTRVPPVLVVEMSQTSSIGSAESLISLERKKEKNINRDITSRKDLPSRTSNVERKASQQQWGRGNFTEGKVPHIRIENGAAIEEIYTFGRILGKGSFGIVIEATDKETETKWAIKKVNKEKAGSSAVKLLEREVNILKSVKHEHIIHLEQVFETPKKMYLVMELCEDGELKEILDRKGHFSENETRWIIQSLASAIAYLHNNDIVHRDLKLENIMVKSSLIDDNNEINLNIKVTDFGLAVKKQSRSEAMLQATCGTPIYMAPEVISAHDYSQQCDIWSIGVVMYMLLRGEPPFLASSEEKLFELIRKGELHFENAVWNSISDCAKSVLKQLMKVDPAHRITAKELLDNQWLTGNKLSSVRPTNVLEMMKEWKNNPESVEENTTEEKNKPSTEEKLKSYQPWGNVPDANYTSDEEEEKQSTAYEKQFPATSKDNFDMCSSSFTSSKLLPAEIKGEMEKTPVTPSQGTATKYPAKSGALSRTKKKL
OX1R FRET antag = antagonists of human orexin 1 receptor (OX1R); inhibition, % at 6.6 µM; Orexin/Hypocretin receptor type 1 (Homo sapiens), O43613; OX1R-expressing cells, FRET antagonist read-out; actives 1.8% (n = 330,000); in the data active = inhibition mostly above about 38%, no sharp cut-off; inactive = mostly below about 40%;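 note: 0% = agonist challenge alone and 100% = reference antagonist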
Target sequence (O43613 whole entry, looked up): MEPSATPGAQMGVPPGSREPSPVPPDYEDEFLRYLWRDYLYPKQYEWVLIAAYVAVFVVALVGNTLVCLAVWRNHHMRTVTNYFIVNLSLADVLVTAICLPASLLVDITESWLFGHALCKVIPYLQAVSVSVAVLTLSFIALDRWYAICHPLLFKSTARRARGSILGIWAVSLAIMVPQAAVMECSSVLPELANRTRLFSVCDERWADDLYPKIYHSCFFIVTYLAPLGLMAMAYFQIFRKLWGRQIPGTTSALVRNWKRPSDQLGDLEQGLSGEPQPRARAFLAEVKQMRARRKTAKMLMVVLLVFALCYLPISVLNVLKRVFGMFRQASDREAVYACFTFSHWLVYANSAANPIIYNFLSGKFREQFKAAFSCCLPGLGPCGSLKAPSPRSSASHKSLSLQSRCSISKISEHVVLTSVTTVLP
The depositor's hits bear a star; nt = not tested or not shown. Compounds as they come. Share with any hit: about 1.8%.

Start of the listing, in advance (5 entries):
SMILES	STK33 inh	OX1R FRET antag
On1cnnc1-c1ccccc1	0.2	10.4
COc1cc(NS(=O)(=O)c2ccc(-c3ccc(=O)[nH]n3)o2)cc(OC)c1OC	-0.2	8.4
CCCN1CCN(S(=O)(=O)c2ccc(OC)c(Br)c2)CC1	-0.1	15.3
CC1CCCCN1C(=O)c1ccc(Br)o1 (stereo unspecified)	0.1	9.2
CC(C)(C)CC(=O)Nc1ccc(-c2cn3cccnc3n2)cc1	-0.5	21.5

The whole of this part, repeating the preview:
SMILES	STK33 inh	OX1R FRET antag
On1cnnc1-c1ccccc1	0.2	10.4
COc1cc(NS(=O)(=O)c2ccc(-c3ccc(=O)[nH]n3)o2)cc(OC)c1OC	-0.2	8.4
CCCN1CCN(S(=O)(=O)c2ccc(OC)c(Br)c2)CC1	-0.1	15.3
CC1CCCCN1C(=O)c1ccc(Br)o1 (stereo unspecified)	0.1	9.2
CC(C)(C)CC(=O)Nc1ccc(-c2cn3cccnc3n2)cc1	-0.5	21.5
CC(=O)N1CCN(S(=O)(=O)c2cccc(C(=O)NCCc3ccc(Cl)cc3)c2)CC1	-1.1	24.9
CCC(C(=O)Nc1nnc(-c2ccco2)s1)c1ccccc1 (stereo unspecified)	-0.7	14.0
CCOc1ccc(NC(=O)CCCN2C(=O)C(c3ccccc3)Oc3cccnc32)cc1 (stereo unspecified)	0.2	10.4
O=C(CSc1nccc2ccccc12)N1CCN(Cc2ccc3c(c2)OCO3)CC1	-2.2	6.5
CCN(CC)CCCNC(=O)CNC(=O)c1nn(-c2ccc(OC)c(OC)c2)c(=O)c2ccccc12	-0.6	-3.3
Cc1c(Br)c([N+](=O)[O-])nn1CCCC(=O)N1CCN(c2ccccc2)CC1	-1.3	17.8
O=C(/C=C/c1ccc(OC2CSC2)cc1)c1ccc(Cl)cc1	-1.3	28.1
Cc1c(Cl)cccc1NS(=O)(=O)c1ccc2c(c1)C1C=CCC1C(c1ccc(C(=O)O)cc1)N2 (stereo unspecified)	-1.2	6.3
CC(CNC(=O)CCC(=O)N1CCOc2ccc(Cl)cc21)c1ccccc1 (stereo unspecified)	0.1	33.8
N#Cc1nc(Cc2cccc3ccccc23)oc1NCCCn1ccnc1	0.7	13.5
CC(C)C[C@H](NC(=O)NCc1ccc(F)cc1)C(=O)O	-3.6	11.8
CN1C(=O)CC(N2CCN(c3ncccn3)CC2)C1=O (stereo unspecified)	0.5	8.5
CC(C)C(NC(=O)c1ccccc1)C(=O)NCC(c1ccccc1)N(C)C (stereo unspecified)	-1.5	4.8
COc1ccc(CN2CCN(C(=O)CCC(=O)Nc3nnc(CC(C)C)s3)CC2)cc1F	-2.1	2.4
Cc1ccc(CNC(=O)C(=O)NCC(c2ccco2)N2CCOCC2)cc1 (stereo unspecified)	-1.4	14.2
CCNc1nc(NCC)n2c(SCc3nc4ccccc4c(=O)[nH]3)nnc2n1	-0.2	3.4
NC(=O)c1cc[n+](CC(=O)NC(=O)Nc2ccccc2)cc1	2.0	5.5
CC(C)c1ccc(NC(=O)CC2Oc3ccccc3NC2=O)cc1 (stereo unspecified)	0.4	6.2
C=CCN1C(=O)C(Cc2ccc(F)cc2)S/C1=N/N=C/c1ccco1 (stereo unspecified)	-0.2	5.3
COc1ccc(N/C=C/C(=O)c2ccc(Cl)cc2)cc1	0.6	6.3
Additional records follow:
SMILES	STK33 inh	OX1R FRET antag
C/C(=N\NC(=O)OC(C)(C)C)c1ccc(-n2ccnc2)cc1	-1.2	27.2
COc1cc(NS(=O)(=O)c2ccc(N/C=C(\C=O)c3nc4cc(Cl)ccc4o3)cc2)nc(OC)n1	-1.0	13.2
N/C(=N\OC(=O)c1ccccc1Cl)c1ccccc1	4.4	9.8
Cc1ccc(C(=O)c2cc3ccccc3o2)cc1C	0.6	-0.4
COC1c2ccccc2C(=O)N1CCc1ccc(Cl)cc1 (stereo unspecified)	-1.2	0.5
FC(F)(F)c1cccc(-c2nc(COc3ccc(Cl)cc3Cl)no2)c1	0.2	4.2
CCOc1ccc(/C=N/NC(=O)CSc2n[nH]c(=O)[nH]c2=O)cc1OC	-1.9	8.1
COc1cccc(OCCOCC(O)CN2CCN(Cc3ccc(Cl)cc3)CC2)c1 (stereo unspecified)	-0.6	4.8
O=C1C2CCCCN2C(=O)N1CCCN1CCN(c2ccc(F)cc2)CC1 (stereo unspecified)	-1.2	8.1
O=C1COc2ccc(S(=O)(=O)N3CCN(c4ccccc4F)CC3)cc2N1	nt	14.4
N#CCSc1nc2cc(C(=O)N3CCCC3)ccc2c(=O)n1Cc1ccccc1	-0.2	10.1
CN(C(=S)NCCN1CCOCC1)C(c1ccccc1)c1ccccc1	-1.6	8.1
CCc1nnc(NC(=O)c2ccc(S(=O)(=O)N(C)c3ccccc3)cc2)o1	-1.6	3.1
Cc1cc(C)c2cccc(NC(=S)NC(=O)c3ccccc3)c2n1	nt	5.6
Cn1c(SCC(=O)NNC(=O)Cc2ccccc2)nc2ccccc2c1=O	-1.3	15.8
Cc1ccc(NC(=S)NNC(C)(C)C)cc1	-0.4	3.6
Cc1ccc(C)c(N2CCN(CCCNC(=O)CCn3c(=O)c4cccn4c4cccnc43)CC2)c1	-0.5	-1.1
CN(C)c1ccc(C2=NOC(CN3C(=O)c4ccccc4S3(=O)=O)C2)cc1 (stereo unspecified)	-1.0	29.6
COc1ccc(C(=O)OC(C)C(=O)NCC2CCCCC2)cc1S(=O)(=O)N1CCOCC1 (stereo unspecified)	-2.1	3.9
O=C(/C=C/c1ccccc1)N1CCC(N2CCC(C(=O)N3CCOCC3)CC2)CC1	-0.4	-5.9
COc1ccc(/C=C/C(=O)Oc2ccc(C=O)cc2OC)cc1	-0.1	7.1
CC[C@@H](C)C(NC(=O)OC(C)(C)C)c1cn([C@@H](Cc2cc3ccccc3[nH]2)C(=O)N2CCN(C(=O)OC(C)(C)C)CC2)nn1 (stereo partly specified)	0.9	11.1
N#Cc1cnn(-c2ncnc3sc(-c4ccccc4)cc23)c1N	nt	6.7
COc1ccc(-c2cc(C(=O)N3CCN(c4cccc(C)c4C)CC3)c3ccccc3n2)cc1OC	-0.4	11.1
CSc1cc(-c2ccc(Cl)cc2)c(C(=O)NN)s1	-0.1	10.4

Reprinted at random: seven compounds from above.
SMILES	STK33 inh	OX1R FRET antag
COc1ccc(-c2cc(C(=O)N3CCN(c4cccc(C)c4C)CC3)c3ccccc3n2)cc1OC	-0.4	11.1
CCc1nnc(NC(=O)c2ccc(S(=O)(=O)N(C)c3ccccc3)cc2)o1	-1.6	3.1
O=C(/C=C/c1ccccc1)N1CCC(N2CCC(C(=O)N3CCOCC3)CC2)CC1	-0.4	-5.9
N/C(=N\OC(=O)c1ccccc1Cl)c1ccccc1	4.4	9.8
CC[C@@H](C)C(NC(=O)OC(C)(C)C)c1cn([C@@H](Cc2cc3ccccc3[nH]2)C(=O)N2CCN(C(=O)OC(C)(C)C)CC2)nn1 (stereo partly specified)	0.9	11.1
CCOc1ccc(/C=N/NC(=O)CSc2n[nH]c(=O)[nH]c2=O)cc1OC	-1.9	8.1
CSc1cc(-c2ccc(Cl)cc2)c(C(=O)NN)s1	-0.1	10.4

Next section:
SMILES	STK33 inh	OX1R FRET antag
COc1ccc(OC)c(S(=O)(=O)N2CCC(C(=O)NC3CCCC3)CC2)c1	-0.1	14.7
O=C(c1cccs1)N1CCN(Cc2ccccn2)CC1	-1.6	3.4
Cc1ccc(NC(=O)C2Cc3ccccc3CN2C(=O)c2ccccc2)cc1Cl (stereo unspecified)	-0.1	20.7
O=C(COc1ccc(Br)cc1)N1CCc2ccccc21	10.6	16.8
COc1cccc(-c2nnc(SCc3ccccn3)n2C)c1	-1.4	11.4
CC(=O)c1ccc(N2CCN(c3ncccn3)CC2)cc1	-0.3	5.8
COc1ccc(Cl)cc1NC(=S)N1CCN(C(=O)C2CCCO2)CC1 (stereo unspecified)	0.6	22.8
Cc1cccc(N2C(N)=NC(N)=NC23CCCCC3)c1	-0.4	9.8
Cc1cc(C)cc(OCC(=O)NNC(=O)CCN2C(=O)c3ccccc3C2=O)c1	0.8	3.0
CN(C)c1ccc(NC(=O)Cn2cc3c(n2)CCCC3)cc1	1.8	9.2
COc1ccc(C(=O)CNC2=NCCC2)cc1	-1.4	2.7
COc1ccc(CCNC(=O)CN2C(=O)CSc3ccc(S(=O)(=O)N4CCOCC4)cc32)cc1OC	-1.6	6.9
CCCCOc1ccc(N2CC(C(=O)NCCc3ccc(OC)c(OC)c3)CC2=O)cc1 (stereo unspecified)	0.5	19.8
COc1ccc(-n2ncc3c2CC(C)(C)CC3NC(=O)C2=CC(=O)CC(C)(C)O2)cc1 (stereo unspecified)	-0.1	9.2
O=C1CC[C@@H](O)CCN1CC[C@H](Sc1ccccc1)c1ccccc1	-1.4	15.9
O=C(CSCc1ccc(Br)cc1)Nc1ccccc1C(=O)N1CCOCC1	0.8	10.6
COc1cccc(N/C(SC)=C(/C#N)C(N)=O)c1	-0.1	13.5
COc1ccc(C(=O)Nc2ccccc2N2CCCC2)cc1S(=O)(=O)N1CCOCC1	-0.8	13.8
O=C(NCc1ccco1)c1nn(-c2ccccc2)c(=O)c2ccccc12	0.0	11.9
O=C(COc1coc(CN2CCN(c3ccccc3)CC2)cc1=O)NC1CCCCC1	nt	1.0
O=C(c1ccco1)N1N=C2CCCCCC2C1(O)C(F)(F)F (stereo unspecified)	0.0	18.3
CCc1nnc(NC(=O)CN2C(=O)NC3(CCCC3)C2=O)s1	-0.9	1.4
Cc1cccc(OC(C)c2ccnc3nc(/N=C/N(C)C)nn23)c1 (stereo unspecified)	-1.0	21.1
CCOC(=O)Cc1csc(NC(=O)C(NC(=O)C2CCC(C)CC2)C(C)C)n1 (stereo unspecified)	-0.8	3.0
COc1cc(C(=S)N2CCCC2)ccc1OCc1ccccc1	-2.2	20.5
Other structures
SMILES	STK33 inh	OX1R FRET antag
Cc1ccc(C)n1-c1ccc(C(=O)NN)cc1	-1.4	-6.5
C=CCOc1cccc(C2c3c(oc4ccc(F)cc4c3=O)C(=O)N2CCCN2CCOCC2)c1 (stereo unspecified)	1.2	15.6
COc1cc(CCCN2C(=O)C(=O)NC[C@@H]2c2ccccc2)cc(OC)c1OC	-0.7	17.0
CC(=O)c1ccc(OCCCC(=O)N2CCN(S(=O)(=O)c3ccc(C)cc3C)CC2)cc1	-1.1	11.9
COc1ccc(NC(=O)CN(C)C(=O)c2ccc(S(=O)(=O)Nc3ccccc3F)cc2)cc1	-2.1	2.3
Cc1cc(C)n2c(SCc3cccs3)nnc2n1	-1.0	6.3
CCCc1cc(=O)n2[nH]c(SCc3ccccc3)nc2n1	1.3	14.7
CCCCC(=O)Nc1nc(C)c(-c2csc(Nc3ccccc3OC)n2)s1	0.2	37.7
Cc1nc(Nc2ccc(S(N)(=O)=O)cc2)sc1-c1ccccc1	4.9	4.2
Cc1ccc(S(=O)(=O)Cn2nnnc2C(CC(C)C)N2CCN(C3CCCC3)CC2)cc1 (stereo unspecified)	-0.1	17.4
CSc1nc(C)cc(SCC(=O)Nc2ccccc2)n1	-0.2	14.7
CCOC(=O)N1CCC(N(C(=O)Nc2ccccc2)C(C)CC)CC1 (stereo unspecified)	-0.3	6.1
COc1cc(/C=N/NC(=O)c2cccc(S(=O)(=O)N3CCCC3)c2)ccc1O	-0.6	8.3
C=CCNC(=O)COC(=O)c1ccc(Cl)c(S(=O)(=O)N(Cc2ccccc2)c2ccccc2)c1	-1.0	17.6
COc1ccc(C(=O)Nc2ccc(OC)c(OC)c2)cc1	0.7	6.6
FC(F)(F)c1cc(-c2ccco2)nc(N2CCN(Cc3ccccc3)CC2)n1	0.8	22.0
CCOc1ccc(CCNC(=O)COC(=O)CNS(=O)(=O)c2ccc(NC(C)=O)cc2)cc1OCC	0.2	12.6
CNC(=S)/N=C/NOCc1c(Cl)cccc1Cl	0.7	14.0
C=CCN(C(=O)c1cc(C)cc(C)c1)C1(C(=O)Nc2ccccc2)CCN(C(C)C)CC1	0.9	14.9
Cc1cc(NC(c2ccc(Cl)cc2)c2ccc3cccnc3c2O)no1 (stereo unspecified)	-1.3	4.2
COc1ccc(C(=O)CN(CCC(=O)O)S(=O)(=O)c2ccc([N+](=O)[O-])cc2)cc1	-0.2	21.2
Cn1ncc(Br)c1C(=O)Nc1ccc(Cl)cn1	0.6	7.0
O=C(NC1CS(=O)(=O)CC1NCc1ccccc1)c1ccccc1 (stereo unspecified)	-2.7	12.8
NC(=O)c1ccc(NC(=O)COc2cccc3ccccc23)cc1	3.3	18.0
CC(C)c1nnc(NC(=O)CC(=O)Nc2ccccc2C(=O)O)s1	-0.5	9.9
(list continues)
SMILES	STK33 inh	OX1R FRET antag
COc1ccc(C(=O)NC2=Nc3ccccc3N=C(C)C2c2ccccc2)cc1 (stereo unspecified)	-0.8	8.9
CC(=O)Nc1cccc(OCCCNC(=O)C2CCC2)c1	-0.3	-1.2
O=C(NCCC1=CCCCC1)C1CCCN(c2nc3ccccc3o2)C1 (stereo unspecified)	-0.5	16.9
O=C(OCCc1cc2ccccc2c(=O)o1)N1CCOCC1	-0.5	3.0
COc1ccc(-c2nc3n(n2)C(c2ccncc2)C(C(N)=O)=C(C)N3)cc1 (stereo unspecified)	-1.5	21.8
Cc1cc(NC(=O)COC(=O)Cn2c(C)csc2=O)ccc1Br	-1.5	20.9
O=C(O)c1ccc(S(=O)(=O)c2ccc3c(c2)C(=O)N(NC(=O)c2ccccc2)C3=O)cc1	-1.1	8.4
O=c1[nH]cnc2c1cnn2Cc1ccccc1Cl	-1.1	nt
Cc1cc(C(=O)O)c(=O)[nH]c1C	-1.0	28.4
CCn1c(CSCc2ccc(Cl)cc2)nnc1SCC(=O)Nc1cccc(C(=O)O)c1	-1.8	0.3
CCc1ccc(OCC(=O)NN2Cc3ccccc3C2=N)cc1	-0.5	9.4
O=C(Nc1nc(-c2ccccn2)cs1)C1CC1	0.8	7.7
O=C(CN(CC1CCCO1)S(=O)(=O)c1ccc(S(=O)(=O)NC2CC2)cc1)Nc1ccccc1 (stereo unspecified)	0.0	20.2
CCC(=O)c1c(NC(CC)CO)cc(C)oc1=O (stereo unspecified)	-0.7	6.5
O=C(COc1ccc(S(=O)(=O)N2CCOCC2)cc1Cl)NCCN1CCOCC1	-0.5	2.1
